# From PubChem BioAssay
# E coli Lon inh = inhibitors of E. coli Lon protease, primary screen, biochemical, fluorescence polarization; AID 602123, 2011; purified E. coli Lon protease; P0A9M0; hit rate 0.42% among 360,000; inhibition, % at 7.94 µM; in the data active = inhibition above about 13%, passing the limit was not always enough;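 note: 0% = enzyme with probe and DMSO and 100% = no enzyme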
# SUMO1 PPI mod = modulators of SUMO1 protein-protein interactions, primary screen, biochemical, uHTS; SUMO1 binding to a labelled peptide, TR-FRET, 1 h; AID 602429, 2012; Small ubiquitin-related modifier 1 (Homo sapiens), P63165; inhibition, % at 20 µM; hit rate 0.33% among 360,000; in the data active = inhibition above about 37%
# Target sequence (P63165 whole entry, looked up): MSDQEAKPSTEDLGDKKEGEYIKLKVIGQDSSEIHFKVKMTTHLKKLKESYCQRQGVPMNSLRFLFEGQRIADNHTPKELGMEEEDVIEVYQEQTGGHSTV
# Scp-1 inhibitor = Scp-1 phosphatase inhibitors, primary screen, biochemical, colorimetric, uHTS; Carboxy-terminal domain RNA polymerase II polypeptide A small phosphatase 1 (Homo …; Recombinant Scp1, phosphopeptide, malachite green phosphate absorbance; inhibition, % at 20 µM; hit rate 0.88% among 340,000;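 active = inhibition above about 50% at 20 µM, limit read from the data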;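 note: plate controls were DMSO wells with enzyme for no effect and wells lacking enzyme for full effect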
# Target sequence (Q9GZU7 76-261 limits assumed): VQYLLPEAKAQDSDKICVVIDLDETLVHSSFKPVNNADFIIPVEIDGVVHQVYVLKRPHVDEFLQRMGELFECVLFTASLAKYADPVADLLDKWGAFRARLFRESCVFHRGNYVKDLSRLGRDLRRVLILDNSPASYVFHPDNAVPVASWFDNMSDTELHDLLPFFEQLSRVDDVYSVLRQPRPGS
#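 assay system = SCP-1 phosphatase catalytic domain, residues 76-261 | buffer or medium = 50 mM Tris acetate pH 5.5, 0.005% Tween-20, 10 mM MgCl2 | incubation = enzyme reaction 45 min at room temperature, colour 5 min, stabilisation 30 min | signal = Phosphate-binding colour reagent, absorbance read at 630 nm | measure = % inhibition at 20 µM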
# LMPTP block = LMPTP phosphatase inhibitors, primary screen, biochemical, fluorescence intensity, uHTS; Low molecular weight phosphotyrosine protein phosphatase (Homo sapiens), P24666; recombinant LMPTP-A, OMFP fluorogenic substrate; inhibition, % at 20 µM; hit rate 0.22% among 360,000;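 active = compounds that cut the enzyme signal by at least half of the control window in the single-dose screen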;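 note: plate controls were DMSO wells with enzyme plus substrate for no effect and substrate without enzyme for full effect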
# Target sequence (P24666 whole entry, looked up): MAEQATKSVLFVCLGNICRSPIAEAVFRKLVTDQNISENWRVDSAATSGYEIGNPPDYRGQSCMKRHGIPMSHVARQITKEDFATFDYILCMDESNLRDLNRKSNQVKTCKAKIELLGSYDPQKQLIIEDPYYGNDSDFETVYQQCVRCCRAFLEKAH
#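 Test system: LMPTP-A phosphatase enzyme. Amount: LMPTP-A at 0.625 nM final in the reaction. Reagent: OMFP substrate, 400 µM final. Times: 50 min at room temperature. Signal: endpoint fluorescence intensity from OMFP dephosphorylation. Read-out basis: % inhibition. Benchmarks: no-enzyme and uninhibited controls.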
# MsrA inh = bovine MsrA enzyme inhibitors, primary screen, biochemical, absorbance, HTS; hit rate 0.75% among 360,000; purified bovine MsrA, absorbance read-out; Methionine sulfoxide reductase A (Bos taurus); inhibition, % at 15.5 µM; in the data active = inhibition above about 4.5%;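 note: 0% = vehicle wells with enzyme and 100% = reference inhibitor wells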
# NRP1-CendR mod = modulators of CendR peptide binding to NRP-1, primary screen, biochemical, fluorescence polarization, uHTS; Neuropilin-1 (Homo sapiens), O14786; FAM-RPARPAR peptide binding to NRP-1; inhibition, % at 25 µM; hit rate 0.85% among 360,000; AID 602438, 2012;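 active = inhibition or corrected inhibition above about 18%, plus a signal ratio from 0.5 to 1.5, limit read from the data, passing the limit was not always enough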; note: strong numbers were not always called active
# Tb MetRS inh = T. brucei MetRS inhibitors, primary screen, biochemical, luminescence | AID 624268, 2012 | hit rate 0.4% among 360,000 | methionyl-tRNA synthetase (Trypanosoma brucei brucei) | inhibition, % at 11.9 µM | purified T. brucei MetRS, ATP depletion, Kinase-Glo luminescence;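 active = inhibition above a per-plate cutoff of the control wells' mean inhibition plus 3 SD, cut at about 5.5% in these data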;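 note: 0% = DMSO wells median and 100% = median of wells with control inhibitor compound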
#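 Dosing: 11.9 µM compound single dose, 0.9% DMSO; Assay system: purified T. brucei MetRS enzyme; Measured by: Kinase-Glo luciferase luminescence reporting remaining unconsumed ATP; Schedule: 15 min plus 2 h at 25 °C.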
# MsrA act = bovine MsrA enzyme activators, primary screen, biochemical, absorbance, HTS; activation, % at 10.6 µM; Methionine sulfoxide reductase A (Bos taurus); purified bovine MsrA, absorbance read-out; hit rate 0.3% among 360,000; in the data active = activation above about 7.5%;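 note: 0% = vehicle and 100% = reference activator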
# DNMT1 block = human DNMT1 methyltransferase inhibitors, primary screen, biochemical, molecular beacon, fluorescence, HinP1I cleavage, uHTS. hit rate 0.83% among 360,000. DNA (cytosine-5)-methyltransferase 1 (Homo sapiens), P26358. inhibition (reported as % activation of signal), % at 10 µM. AID 588458, 2011; in the data active = inhibition above about 50%
# STEP inh = STEP phosphatase inhibitors, primary screen, biochemical, fluorescence intensity, uHTS; inhibition, % at 20 µM; recombinant STEP, OMFP fluorogenic substrate; AID 588621, 2011; Tyrosine-protein phosphatase non-receptor type 5 (Homo sapiens), P54829; hit rate 0.25% among 360,000;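 active = inhibition at 20 µM, scaled per plate between control wells, above about 37%, limit read from the data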;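 note: 0% = DMSO with enzyme and substrate and 100% = substrate only without enzyme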
# Target sequence (P54829 whole entry, looked up): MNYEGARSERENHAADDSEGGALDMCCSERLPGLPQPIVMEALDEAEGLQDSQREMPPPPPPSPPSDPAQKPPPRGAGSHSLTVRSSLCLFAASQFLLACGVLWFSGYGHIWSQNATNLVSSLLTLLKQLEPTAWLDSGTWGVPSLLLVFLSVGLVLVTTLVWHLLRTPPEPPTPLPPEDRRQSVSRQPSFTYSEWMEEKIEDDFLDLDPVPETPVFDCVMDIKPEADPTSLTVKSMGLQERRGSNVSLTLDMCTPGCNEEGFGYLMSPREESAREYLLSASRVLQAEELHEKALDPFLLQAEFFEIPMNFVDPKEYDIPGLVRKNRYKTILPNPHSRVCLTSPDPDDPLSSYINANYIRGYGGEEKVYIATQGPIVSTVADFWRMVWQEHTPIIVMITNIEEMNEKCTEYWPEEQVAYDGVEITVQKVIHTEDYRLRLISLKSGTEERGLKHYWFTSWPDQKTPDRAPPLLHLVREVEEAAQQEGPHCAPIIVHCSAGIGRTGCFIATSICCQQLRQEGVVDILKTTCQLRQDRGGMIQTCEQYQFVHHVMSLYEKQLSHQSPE
#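 Assay system: isolated STEP enzyme / Timing: 20 min at room temperature, dark / Doses: 20 µM, 1% DMSO / Technique: fluorescence intensity, excitation 480 nm, emission 540 nm / Reagent: fluorogenic phosphatase substrate OMFP at 25 µM final / Measure: percent inhibition scaled to no-enzyme and uninhibited-enzyme controls, plate-pattern corrected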
# An asterisk follows results filed as active; x = not tested or not shown. Random draw from the library; any-hit rate near 4.3%.
SMILES,E coli Lon inh,SUMO1 PPI mod,Scp-1 inhibitor,LMPTP block,MsrA inh,NRP1-CendR mod,Tb MetRS inh,MsrA act,DNMT1 block,STEP inh
CN1CCN(C(=O)CCCOc2ccc(Cl)cc2Cl)CC1,-3.7,-5.1,-3.7,0.8,-0.3,-3.1,2.4,-7.2,3.3,-1.0
CCOC(=O)C1=C(COC(=O)COc2ccc(OCC)cc2)NC(=O)NC1C (centres undefined),6.6,-0.9,-1.2,-1.9,-0.4,-1.7,-0.6,-6.2,3.9,-0.7
COC(=O)c1sc(SC)c2c1CC(C)(C)C/C2=N/O,-4.6,-12.1,-9.5,1.4,0.1,2.1,2.5,-4.7,1.2,-1.9
COC(=O)c1sccc1NC(=O)CSc1ccccc1NC(=O)CNC(C)C,-3.4,-2.9,-3.7,0.9,0.4,-2.2,0.0,1.4,-5.8,-0.7
CCN(CC)C(=O)c1ccc2nc(-c3ccccc3)c(-c3ccccc3)nc2c1,2.0,-9.2,-1.4,0.6,1.2,-0.6,-0.2,-3.1,0.6,1.1
CC1(C)CC(=O)C=C(NCCO)C1,-7.3,1.6,-7.2,-0.6,3.1,-2.1,0.0,3.4,1.9,-4.7
O=C(N/N=C/c1cccnc1)c1ccccc1[N+](=O)[O-],-3.3,-9.4,-8.1,-1.1,-0.5,6.7,-0.2,-2.6,1.4,2.1
O=C(NCCc1ccccc1)C(=O)N/N=C/c1ccccc1C(F)(F)F,-7.8,-0.5,5.8,-1.2,1.0,-7.9,-1.2,-9.8,33.8,-1.5
COc1ccc(Nc2nc(Cl)nc(NCc3ccco3)n2)cc1,-3.1,-0.8,8.5,0.1,1.3,-80.5,0.1,3.0,-2.7,-2.1
COc1ccc(S(=O)(=O)N2CCN(C(=O)c3cc4c(s3)CCCC4)CC2)cc1,1.5,3.0,-12.0,1.5,0.0,-8.6,-0.7,-4.4,-0.3,-1.0

# A different layout for part of the listing above:
# Below each compound: E coli Lon inh	SUMO1 PPI mod	Scp-1 inhibitor	LMPTP block	MsrA inh	NRP1-CendR mod	Tb MetRS inh	MsrA act	DNMT1 block	STEP inh
COC(=O)c1sccc1NC(=O)CSc1ccccc1NC(=O)CNC(C)C
 : -3.4	-2.9	-3.7	0.9	0.4	-2.2	0.0	1.4	-5.8	-0.7
CCN(CC)C(=O)c1ccc2nc(-c3ccccc3)c(-c3ccccc3)nc2c1
 : 2.0	-9.2	-1.4	0.6	1.2	-0.6	-0.2	-3.1	0.6	1.1
CC1(C)CC(=O)C=C(NCCO)C1
 : -7.3	1.6	-7.2	-0.6	3.1	-2.1	0.0	3.4	1.9	-4.7

# (more compounds)
SMILES,E coli Lon inh,SUMO1 PPI mod,Scp-1 inhibitor,LMPTP block,MsrA inh,NRP1-CendR mod,Tb MetRS inh,MsrA act,DNMT1 block,STEP inh
C/C(=N/NS(=O)(=O)c1ccc(C)cc1)[C@H]1C[C@@H]1c1ccccc1,2.9,-1.1,-1.7,1.4,0.7,4.9,-0.8,-6.1,2.9,1.7
N#C/C(=C\c1ccccc1)C(=O)Nc1ccccn1,9.4,-11.3,-9.0,-1.8,-0.3,2.5,-0.3,-4.2,-2.7,-0.8
C[C@@H]1CN([C@H](C)CO)C(=O)c2c(c3ccccc3n2C)-c2ccccc2CO[C@H]1CN(C)Cc1ccc(Oc2ccccc2)cc1,-5.6,-4.2,x,1.1,2.6,-25.7,0.7,-5.0,-21.7,-3.5
COc1cc(/C=C/C(=O)O)cc(S(=O)(=O)N2CCN(S(=O)(=O)c3ccc(Cl)cc3)CC2)c1OC,-6.1,-5.5,-1.3,-0.9,-0.5,9.3,-0.5,-3.9,4.8,1.6
Cc1cc(C(=O)COC(=O)C2=NN(c3ccccc3)C(=O)CC2)c(C)n1CC(F)(F)F,0.6,-2.1,-3.5,2.1,0.7,-1.0,-0.2,-1.6,-6.0,1.1
c1ccc2c(CNCCN3CCOCC3)cccc2c1,0.3,-2.3,1.9,-4.0,-0.1,-3.0,-1.4,-10.2,2.5,2.4
CCOC(=O)C1CCN(C(=O)/C=C/c2ccc3c(c2)OCO3)CC1,2.4,1.5,-10.2,1.7,1.7,9.8,2.3,-3.4,-1.0,-2.9
CCN(CC)CCNC(=O)c1cn(CC)c2ccc(S(=O)(=O)N(C)C)cc2c1=O,1.7,-2.4,-11.7,-0.6,1.8,-2.1,0.5,-2.8,-0.5,0.9
CCCC(CCC)=NNC(=O)CN(Cc1ccccc1)S(=O)(=O)c1ccccc1,-5.8,3.6,-8.3,-0.9,-1.1,-5.6,0.8,2.2,-2.4,3.1
O=C(Nc1c2ccccc2nc2ccccc12)C(Cl)(Cl)Cl,8.6,-9.4,2.6,11.2,x,8.1,-1.6,-15.0,51.2*,2.8
CC1Cc2ccccc2N1C(=O)CSc1nnnn1C (centres undefined),0.4,-0.6,-2.0,-2.1,0.4,12.1,-1.0,-12.9,-0.9,1.0
Cn1c(=O)cc(SCC(=O)NCc2cccnc2)c2ccccc21,7.7,0.4,-14.7,-1.5,1.0,6.0,-0.2,-1.4,-2.9,-1.2
CC(C(=O)NCc1ccco1)c1ccc([N+](=O)[O-])cc1 (centres undefined),-0.4,-10.4,10.8,-0.8,-0.1,-3.7,-1.5,-12.5,6.4,1.0
O=S(=O)(/C=C/c1ccccc1)N1CCc2ccccc2C1,-3.6,3.0,-19.0,2.3,-1.0,6.4,-0.2,-1.6,1.7,-0.5
O=C(CCCN1C(=O)/C(=C\c2cccs2)SC1=S)Nc1cccc(C(=O)O)c1,3.3,-0.5,-3.4,0.2,0.3,-6.8,-0.4,-1.2,1.4,0.7
COc1ccccc1N1CC(C(=O)NCCC2=CCCCC2)CC1=O (centres undefined),-2.6,-6.6,-8.6,-9.1,-0.1,-2.0,-0.5,-2.6,-1.1,-2.6
COc1cccc(CNC(=O)c2cc3ccccn3n2)c1,-1.5,9.5,-9.2,-1.0,-0.1,-2.2,-0.1,-2.0,4.7,1.8
C=CCN(CC=C)CCOc1ccccc1[N+](=O)[O-],-7.6,-4.4,-7.0,-1.4,-0.2,0.2,-0.2,-1.2,1.0,1.7
CC1(c2nc3ccccc3[nH]2)CCC(=O)N1C1CC1 (centres undefined),-4.7,0.3,x,-0.1,-2.3,-10.2,-0.2,-2.3,0.4,0.0
CCc1[nH]nc(C(=O)N2CCCC(Nc3cccc(F)c3)C2)c1C (centres undefined),9.4,1.6,3.8,0.5,1.2,-6.7,0.3,-11.5,5.9,-0.1
Cc1noc(C)c1C(=O)OCC(=O)NCCc1ccc(Cl)cc1,1.5,-0.9,-6.0,-1.5,-0.7,-4.7,-0.3,-9.3,-5.7,2.8
Cc1cc2c(ncn2C(C)C)c(N)c1C,-8.2,2.2,-9.0,-1.0,-0.1,-2.3,-0.4,-1.1,-0.7,1.7
Cc1cc(N2CCOCC2)nc(N2CCOCC2)n1,0.2,2.1,-4.5,-0.8,2.2,14.6,-0.1,-1.1,-2.5,-0.3
Cc1ccc(S(=O)(=O)N2CCCC2c2nc3ccccc3s2)cc1 (centres undefined),2.2,-0.4,1.4,0.1,-0.1,5.0,-0.7,-9.8,-2.9,1.2
O=C(O)CCC(=O)N1CCc2cc(S(=O)(=O)NCCc3ccc(Cl)cc3)ccc21,1.4,7.7,18.1,-1.2,x,-2.0,-0.1,-5.0,0.8,-0.9
Cc1noc(C)c1S(=O)(=O)Nc1ccc2c(c1)C(=O)N([C@@H](C)CO)C[C@H](C)[C@@H](CN(C)Cc1ccc(C(F)(F)F)cc1)OCCCC[C@H](C)O2,0.8,4.1,x,-1.4,-0.4,-9.0,0.7,1.7,-1.4,-2.6
CC(=O)NS(=O)(=O)c1ccc(N=NN2CCCCC2)cc1,-4.0,-0.5,-8.3,-3.2,2.0,-6.8,-0.1,-1.1,1.0,0.3
COCCN(C(=O)COC(=O)/C=C/c1ccc2ccccc2n1)c1c(N)n(Cc2ccccc2)c(=O)[nH]c1=O,-2.4,-19.6,-7.8,-0.2,-0.3,-8.6,-0.3,-2.7,2.0,-3.9
COc1ccc(-c2ccc(OC)cc2)cc1,2.2,2.2,-6.2,-1.1,-1.5,2.4,0.3,-2.5,2.4,2.4
C/C(=N\NC(=S)NCCc1ccccc1)c1ccc(C#N)cc1,1.2,1.0,-8.0,-0.7,0.7,-1.6,0.2,-3.4,-7.8,-0.4
O=C(c1nsc(Cl)c1Cl)N1CCCCC1,1.5,3.9,2.2,-1.2,0.1,2.0,-0.3,0.2,-2.2,1.0
CN(CCOc1ccccc1)C(=O)c1ccc(N2CCCC2)c([N+](=O)[O-])c1,4.9,-28.7,-3.6,1.9,-0.2,-1.7,0.7,-2.8,-0.2,-1.7
COc1ccccc1NS(=O)(=O)c1ccc(/C=C/C(=O)O)cc1,-5.2,-1.3,-8.7,0.9,-1.2,0.7,0.4,-0.6,0.2,0.8
CCCCCCC1CC(=O)NC(=O)N1 (centres undefined),-7.8,5.0,-8.9,-0.5,-1.1,0.5,-0.1,-1.2,2.8,0.5
O=C(c1n[nH]c2ccccc12)N1CCN(c2ccc(F)cc2)CC1,-0.2,-0.8,-2.9,-0.1,0.4,-17.1,0.2,-1.8,-1.3,2.3
C[C@H](NC(=O)c1cc2cc(Cl)ccc2n1C)C(=O)N[C@@H](Cc1ccccc1)C(=O)O,-4.5,6.4,-1.6,-2.2,0.1,-2.9,-1.0,-6.8,2.5,-2.0
C=C1CCN([C@@H](Cc2ccccc2)C(=O)NCc2ccc(Cl)cc2)S(=O)(=O)c2ccccc21,1.7,1.9,-8.6,5.7,-0.4,9.5,-0.2,-0.7,-3.7,2.7
CC(C)Oc1ccc(C(=O)Nc2ccc(N3CCCC3)cc2)cc1,-16.3,-33.9,3.1,5.1,x,-3.6,-1.6,-15.3,53.0*,-4.1
Cc1nc(Sc2ccccc2)c(C#N)cc1-c1ccccc1,-1.8,-0.3,-12.8,3.8,x,1.3,0.5,-3.1,5.6,1.8
Cc1ccc2c(c1)N(CC(=O)N1CCCCC1)C(=O)CO2,-6.0,-2.7,-1.2,-0.4,-0.3,8.6,-0.2,-2.8,1.8,-2.3
Cc1onc(C(=O)N2CCN(c3ccccc3)CC2)c1[N+](=O)[O-],-3.0,-5.6,-2.4,-0.2,0.8,10.8,1.0,-4.2,-2.7,-0.9
